# IL-1B inflam inh – inflammasome signaling inhibition, IL-1 beta readout; THP-1 LPS/ATP IL-1B secretion, AlphaLISA, 16 h; active compounds read low; activity change, % at 57.5 µM; actives 4.7% (n = 360,000); in the data active = activity change below about -50%; inconclusive = mostly about -30% to -49%; note: % is set by controls: 0 for no effect and ±100 for the full control effect
#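 THP-1 cells pretreated 1 hr with compounds (up to 57.5 uM final), then stimulated with LPS (250 ng/mL final) plus ATP (1.25 mM final); secreted IL-1B measured by AlphaLISA after 16 hr, decreased signal indicating inhibition.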
# HT1080-NT tox – kills 2HG-producing HT-1080-NT fibrosarcoma cells; Potency, µM (top dose mostly 46.1 µM), inactives show at the top dose activity, negative = less viability, most hits filed as cytotoxic; actives 1.6% (n = 360,000); AID 686970; HT-1080-NT fibrosarcoma viability, CellTiter-Glo ATP luminescence, 48 h;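 note: NT is the 2HG producing partner of a matched IDH1 knockdown line; potency is the fitted concentration of half-maximal effect; 0% = DMSO-treated cells and -100% = media-only wells without cells; nearly all actives have a fitted effect of over 55% in size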
#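 HT-1080-NT fibrosarcoma cells (2HG-overproducing), 750 cells/well in RPMI with 5% FBS, dosed after 2 h and incubated 48 h at 37C. CellTiter-Glo luminescence normalized to DMSO and no-cell wells; concentration-response curves fitted and classed.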
# HepG2 viability – counter-screen for TGF-b inhibitors: cytotoxicity in HepG2 cells; actives 0.76% (n = 410,000); HepG2 CAGA-GFP viability, ATP luminescence, 18 h; Potency, µM (doses to about 46.1 µM), without a hit: at the top dose activity change, negative = cytotoxicity, most hits filed as cytotoxic; note: potency is the fitted concentration of half-maximal effect; some results filed as inactive show a strong effect at the top dose
#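 HepG2 CAGA-GFP cells (1000/well, DMEM with 1% FBS) received compound, then TGF-beta at 500 pg/mL final, and were incubated 18 hours at 37 degrees C. Viability was read by CellTiter-Glo luminescence. Media-only wells were set as complete cell-killing and DMSO as no toxicity.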
# MCF10A rereplic – induces DNA re-replication in MCF 10a normal breast cells; MCF 10A DNA re-replication, Hoechst nuclear intensity, 48 h; Potency, µM (titrated, usually from 46.1 µM), for the others: at the highest dose activity, positive = re-replication, actives largely listed as activators; actives 2.9% (n = 350,000); AID 624296; note: potency is the fitted concentration of half-maximal effect; % of control where 0% means no effect; nearly all actives have a fitted effect of over 50% in size
# KB-3-1 cytotox – kills parental KB-3-1 adenocarcinoma cells | KB-3-1 viability, CellTiter-Glo ATP luminescence, 72 h | Potency, µM (highest dose often 46.1 µM), for the others: top-dose activity change, negative = cytotoxic, usual class: cytotoxic | actives 1.4% (n = 400,000) | AID 1347075; note: potency is the fitted concentration of half-maximal effect; % is set by controls: 0 for no effect and ±100 for the full control effect; nearly all actives have a fitted effect of over 60% in size
#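 Cells are dispensed, compounds pinned in, plates held at 37 °C for 72 h, then CellTiter-Glo is added and luminescence read after 10 minutes. Cell line: parental KB-3-1 in phenol-red-free DMEM, 10% FBS.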
# SW480 rerep – DNA re-replication induction in SW480 cells. SW480 DNA re-replication, Hoechst DNA content imaging, 48 h. Potency, µM (highest dose often 46.1 µM), for inactives: at the top dose re-replication activation, usual class: activators. actives 1.8% (n = 340,000). AID 624297; note: potency is the fitted concentration of half-maximal effect; % of control where 0% means no effect; nearly all actives have a fitted effect of over 55% in size
#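 Compounds, transferred as 23 nL by pin tool, were incubated with cells for 48 hr; DNA content per nucleus was then quantified by Hoechst staining and fluorescence plate imaging.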
# ATXN2 expr inh – inhibitors of ATXN2 expression; HEK-293 ATXN2-luciferase reporter, luminescence, 24 h; Potency, µM (highest dose often 57 µM), for the others: at the top dose activity change, negative = inhibition, most hits filed as inhibitors; actives 0.72% (n = 360,000); note: potency is the fitted concentration of half-maximal effect; % is set by controls: 0 for no effect and ±100 for the full control effect; nearly all actives have a fitted effect of over 55% in size
#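 qHTS (up to 57 uM final) was run with 24 h compound exposure of reporter cells at 37 °C. Each well was multiplexed: SteadyGlo luminescence measured ATXN2-luciferase expression after a fluorogenic Gly-Phe-AFC viability readout (25 uM final).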
# S2 tox – cell viability loss in ATXN counter-screen; S2 cells (HEK-293 line with an ATXN2-luciferase reporter) viability, CellTiter-Fluor protease fluorescence, 24 h; Potency, µM (titrated, usually from 56.7 µM), actives largely listed as cytotoxic; actives 0.49% (n = 400,000); AID 651635; note: potency is the fitted concentration of half-maximal effect; nearly all actives have a fitted effect of over 40% in size
# HT1080 IDH1KD tx – toxicity to HT-1080 IDH1 knockdown cells (counter line). actives 2% (n = 360,000). AID 686971. HT-1080 IDH1 knockdown viability, ATP luminescence, 48 h. Potency, µM (series often up to 46.1 µM), for the others: top-dose activity, negative = toxicity, most hits filed as cytotoxic;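 note: potency is the fitted concentration of half-maximal effect; 0% = DMSO wells and -100% = cell-free medium wells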
#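 After a 2 h attachment period, IDH1KD HT-1080 cells took pin-transferred compound for 48 h at 37 °C; ATP-based luminescence after 10 min room-temperature reagent incubation reported viability.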
# Starred values were filed as active, the others as inactive; i = inactive; ? = inconclusive; . = no result given; ! = not confirmed by another sample; [ ] = dose if it differs, or a comment. Unless noted, calls come from the whole dose curve; as a rule, active = well fitted curve in the direction sought with a large enough effect; inconclusive = small, poorly fitted or top-dose-only effect, or another doubt; inactive = no such curve, though single readings can be large; an effect the other way counts as inactive or inconclusive.
smiles | IL-1B inflam inh | HT1080-NT tox | HepG2 viability | MCF10A rereplic | KB-3-1 cytotox | SW480 rerep | ATXN2 expr inh | S2 tox | HT1080 IDH1KD tx
Cc1cccc(Cn2c(=O)n(Cc3ccco3)c(=O)c3ccccc32)c1 | 0 | -19% | -1% | ? | 0% | 18% | -5% | i | -25%
COc1cc(CCC(=O)Nc2nccs2)cc(OC)c1OC | 0 | 8% | -13% | -8% | 2% | 8% | -4% | i | 4%
COc1ccc(-c2nc(NC(=O)c3c(C)noc3C)sc2C)cc1 | 1 | -8% | -14% | 12% | 3% | -6% | -13% | i | -6%
Cc1ccc(S(=O)(=O)NCc2csc(C)n2)cc1 | 0 | 15% | -7% | 3% | 22% | 0% | -20% | i | -2%
Cc1oc2ccc(O)c(CN3CCN(Cc4ccccc4)CC3)c2c1C(=O)Nc1ccccc1 | . | . | -39% | . | -10% | . | -22% | ? | .
COc1ccc(-c2nn(-c3ccccc3C)cc2CNCCc2cnc[nH]2)cc1F | -29 | -14% | -22% | -3% | -17% | 2% | -25% | i | -11%
O=C(NCCCCc1ccccc1)Nc1ccc(F)cc1F | -7 | 0% | -9% | 4% | 13% | ? | -7% | i | -2%
Cn1cc(CNC(=O)Nc2ccc3c(c2)OCO3)cn1 | 25 | 18% | -4% | -1% | -5% | 2% | -25% | ? | 9%
O=C1c2ccccc2C(=O)N1OCCOCCOCCBr | 12 | 8% | -5% | 33% | 5% | -5% | 7% | i | 2%
COc1cc(C2C(C(=O)c3cccs3)=C(O)C(=O)N2CCN2CCOCC2)ccc1OCCC(C)C (stereo unspecified) | 6 | 0% | 12% | -1% | 2% | -6% | 17% | i | 5%
O=C(c1ccc2c3c(cccc13)CC2)C1CCCN(C(=O)c2ccc[n+]([O-])c2)C1 (stereo unspecified) | 5 | 5% | 4% | -2% | 4% | -21% | 7% | i | 3%
CCS(=O)(=O)Nc1cccc(-c2ccc3nnc(-c4cccnc4)n3n2)c1 | -54* | -17% | -18% | 2% | -19% | -39% | 7% | i | -24%
CCS(=O)(=O)Nc1ccc(C2=NN(C(=O)c3ccccc3)C(c3cccs3)C2)cc1 (stereo unspecified) | ? | ? | 0% | ? | -1% | 7% | ? | ? | ?
CN(c1ccc([N+](=O)[O-])cc1)c1cc2c(c3c1ccn3C)C1CCC2C1 (stereo unspecified) | 16 | 10% | -18% | . | 0% | . | 10% | i | -29%
O=C1CCCN2N=C(SCC(=O)Nc3ccc([N+](=O)[O-])cc3)SC2=N1 | 0 | 13% | -23% | 5.2µM* | 14% | 2.9µM* | -7% | i | 8%
COc1ccccc1C=CC(=O)C=Cc1ccccc1OC | -104* | ? | -94% | 3.3µM* | ? | 8.2µM* | 17µM* | . | 13µM*
C=C1C(=O)OC2CC1C(O)CC(C)=CCCC(C)=CC(O)CC2C (stereo unspecified) | -103* | 15µM* | -113% | 1.3µM* | ? | ? | ? | . | 7.3µM*
Cc1noc(C)c1COC(=O)c1ccccc1Oc1ccccc1 | 36 | 1% | 6% | 0% | 12% | -3% | -8% | i | -6%
CS(=O)(=O)N(CC(=O)NCCSCc1ccccc1)c1ccccc1 | 26 | -1% | -18% | 2% | -4% | -6% | -9% | i | -1%
O=C(O)C(Cc1ccccc1)N1Cc2ccccc2C1=O (stereo unspecified) | 19 | 20% | -1% | 0% | 26% | 0%[9.22 µM] | 3% | i | 12%
COc1ccc(C(C)(C)C)cc1NC(=O)CCn1[nH]c(=O)ccc1=O | 21 | -8% | 5% | ? | -1% | ? | 5% | i | -7%
CN[C@H]1C[C@H]2c3[nH]c4ccc(-c5ccc(OC)cc5)cc4c3CCN2C(=O)[C@H]1[C@H](C)O | ? | 8.2µM* | 14µM* | . | 5.8µM* | . | 18µM* | ? | 13µM*
O=C(c1ccc2c(c1)N(Cc1ccccc1)CCS2)N1CCOCC1 | 4 | -11% | -13% | 12% | 1% | -20% | . | i | 0%
COc1ccc(-c2cc(C(=O)N3CCN(C(c4ccccc4)c4ccccc4)CC3)no2)cc1 | -5 | -1% | -31% | ? | ? | 1% | 4% | i | -16%

# Part of the list above, limited to ATXN2 expr inh.
structure | ATXN2 expr inh
O=C1CCCN2N=C(SCC(=O)Nc3ccc([N+](=O)[O-])cc3)SC2=N1 | -7%
COc1cc(C2C(C(=O)c3cccs3)=C(O)C(=O)N2CCN2CCOCC2)ccc1OCCC(C)C (stereo unspecified) | 17%
O=C1c2ccccc2C(=O)N1OCCOCCOCCBr | 7%

# (list continues)
smiles | IL-1B inflam inh | HT1080-NT tox | HepG2 viability | MCF10A rereplic | KB-3-1 cytotox | SW480 rerep | ATXN2 expr inh | S2 tox | HT1080 IDH1KD tx
O=C(NCCCN1CCN(c2cccc(Cl)c2)CC1)c1ccc2nc(Cc3ccccc3)oc2c1 | . | . | -44% | . | 15µM* | . | ? | ? | .
COC(=O)Cc1csc(/N=C/c2c(O)n(-c3cccc(C(F)(F)F)c3)c(=O)c3ccccc23)n1 | 0 | 5% | -4% | 3.3µM*! | -22% | 12µM*! | -16% | . | 4%
N#CC1=C(N)Oc2n[nH]c(-c3cccs3)c2C1c1ccccc1C(=O)O (stereo unspecified) | 2 | 3% | 2% | 16% | 12% | 0% | -31% | i | 4%
COc1ccc(C(C(=O)NCC2CCCO2)N(C(=O)c2snc(C(N)=O)c2N)c2ccccc2C)cc1OC (stereo unspecified) | -10 | -11% | -25% | 0% | -1% | 2% | -26% | i | -11%
CCOC(=O)N1CCN(CC(=O)Nc2sc(CC)cc2C(=O)c2ccc(OC)cc2)CC1 | ? | ? | -15% | 1% | -12% | 1% | -14% | i | ?
Cc1cccc(-n2ncc(C(=O)NC3CCCC3)c2C2CCN(C(=O)OC(C)(C)C)CC2)c1 | 4 | 0% | -7% | 16% | 8% | -37%[inhibitor] | -7% | i | 16%
CC1(c2ccc(Cl)cc2)NC(=O)CS1 (stereo unspecified) | 0 | -18% | -6% | 1% | -20% | -12% | . | i | -18%
Cc1cc(C)nc(NS(=O)(=O)c2ccc(NC(=O)c3ccc(N4C(=O)CCC4=O)cc3)cc2)n1 | 0 | 3% | -8% | -2% | 0% | . | 5% | i | 6%
O=C(Cn1nnc(-c2ccc(Cl)cc2)n1)N1CCN(C(=O)c2ccco2)CC1 | 12 | -9% | -6% | 10% | 6% | -5% | -4% | i | 4%
Cc1cc(C)cc(NC(=O)C(NCC2CCCO2)c2ccccc2)c1 (stereo unspecified) | -3 | 2% | -8% | -3% | -9% | 2% | -3% | i | 6%
COc1cc(/C=C/C(=O)OCC(=O)N2CCCC2)cc(OC)c1OC | -7 | 3% | 7% | -1% | 3% | -15% | . | ? | 7%
Cc1nn(C)c(C)c1CN(Cc1nc(-c2ccc(F)cc2F)oc1C)C1CC1 | -23 | -2% | -2% | 11% | -18% | 5% | -12% | i | -16%
O=C(Nc1ccc2c(c1)C(=O)N(c1ccccc1)C2=O)c1cccs1 | ? | -25% | -10% | ? | -3% | 14% | . | i | -25%
COC(=O)c1ccccc1Sc1ncnc2onc(C)c12 | -103* | ? | -4% | ? | -7% | 1% | -20% | ? | ?
CCOC(=O)N(CC)OC(=O)Nc1ccc(Cl)cc1 | 0 | -4% | -7% | -7% | 0% | -1% | 13% | i | -24%
CS(=O)(=O)N1CCN=C1SCc1ccc([N+](=O)[O-])cc1 | 0 | 3% | 8% | -3% | 9% | -15% | -5%[11.3 µM] | i | -14%
CCCCN(Cc1ccccc1)S(=O)(=O)c1ccc2c(c1)n(C)c(=O)c(=O)n2C | 37 | -1% | 1% | 2% | 5% | 2% | -18% | i | -12%
COc1ccc(C(=O)NC(=O)CSc2nc3nc(C)cc(C)n3n2)cc1 | 7 | 8% | 9% | 2% | 10% | -13% | 8% | i | 6%
CCN(CC)S(=O)(=O)c1ccc(N/N=C(\C)c2cccnc2)nc1 | -51* | 10% | -4% | -8% | 15% | 0% | -2% | i | 13%
Cn1c(=O)n(Cc2ccccc2Cl)c(=O)c2c1[nH]c(=S)n2C | 34 | -2% | -40% | 4% | 14% | 15% | 11% | i | -9%
O=C(COC(=O)CC1SC(N2CCCC2)=NC1=O)Nc1c(F)c(F)c(F)c(F)c1F (stereo unspecified) | -15 | -4% | 2% | 6% | 13% | -13% | 6% | i | -1%
CCOc1ccc2nc(S(=O)(=O)NC(=O)C3(C)CCN3C(=O)c3c(C)noc3C)sc2c1 (stereo unspecified) | 17 | 17% | -3% | . | 0% | . | 9% | i | 6%
O=C(N/N=C/c1ccc([N+](=O)[O-])cc1)c1cccnc1 | 9 | -9% | -8% | 6% | 1% | 3% | . | i | -5%
COc1cc(NC(=O)CSc2nnc3n2C(C)(C)Cc2ccccc2-3)cc(OC)c1 | -9 | -15% | -11% | 14% | 17% | 6% | -7% | i | -3%
COc1ccc(S(=O)(=O)c2c(O)c(C)cc(NC(=O)c3ccccc3)c2C(C)C)cc1 | . | . | -29% | . | -15% | . | -5% | i | .
CC1(C(=O)NC2CCCCC2)CCC(=O)N1C1CCN(Cc2ccccc2)CC1 (stereo unspecified) | -5 | 25% | 11% | . | 0% | . | 7% | i | 10%
CC(C)OCCCn1c(-c2ccco2)nc2nc3ccccc3nc21 | -17 | ? | -6% | ? | -1% | ? | 21% | . | ?
COC(=O)Cc1ccc(NC(=S)NCCSc2ccc(Cl)cc2)cc1 | -57* | 3% | -38% | ? | -11% | 3% | -27% | i | -12%
COC(=O)C(O)(CC(=O)Nc1ccc(Cl)cc1F)C(F)(F)F (stereo unspecified) | 3 | -1% | -1% | -12% | -1% | -3% | -17% | i | -2%
COCCCNC(=O)CC[C@H]1O[C@@H](n2cnc3c(NC(=O)c4ccccc4)ncnc32)[C@H](O)[C@@H]1O | 14 | 21% | -1% | . | 0% | . | 14% | i | 2%
C=CCNC(=O)C1CCN(S(=O)(=O)c2ccccc2)CC1 | 9 | -5% | -1% | 71%[0.0737 µM] | 3% | -26% | 5% | i | 1%

# Bioassay records (PubChem BioAssay)
